High-throughput results: PubChem BioAssay, several laboratories
Arrestin-AP2 inh = blocks beta-arrestin peptide binding to AP2 adaptin; FITC-arrestin peptide / GST-AP2 beads, flow cytometry; AP2 beta2 appendage carries R879A mutation; inhibition, % at 10 µM; hit rate 0.31% among 340,000;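 active = inhibition above a set limit, near 3 SD of compounds lacking own fluorescence, cut at about 54% in these data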;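 also: plate controls were DMSO wells for no effect and 5 µM unlabelled arrestin peptide for full effect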
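System: GST-tagged AP2 beta2-adaptin appendage (R879A) on 4 µm glutathione beads / Reagent: FITC-arrestin peptide, 50 nM / Detection: HyperCyt-sampled flow cytometry, FL1 channel, ex 488/em 535 nm / Timing: 12 min plus 1 h, RT / Buffer or medium: PBS plus Tween 20 (0.05%) and BSA (0.1%)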
Wnt act = activates Wnt/beta-catenin signaling in a reporter cell assay. activator, plate reader. activation, % at 9.35 µM. hit rate 1.2% among 300,000; in the data active = activation above about 30%, passing the limit was not always enough;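 also: 0% = neutral control wells and 100% = positive control wells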
LANA DNA inh = blocks KSHV LANA C-terminal domain binding to DNA; inhibition, % at 9 µM; MBP-C-LANA/FAM-LBS DNA binding, fluorescence polarization; hit rate 0.078% among 340,000;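 active = highest replicate inhibition at or above 60% at 9 µM, even if other replicates fall short; inactive = all replicates below 60% inhibition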;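 also: 0% = neutral control wells and 100% = 4 µM acridine orange control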
MOR-DOR inv ag = inverse agonist of human OPRM1-OPRD1 heterodimerization | P35372+P41143 | cell-based MOR-DOR heterodimer luminescence, inverse agonism | inhibition, % at 9.3 µM | hit rate 0.21% among 340,000; in the data active = inhibition above about 22%, passing the limit was not always enough;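 also: 0% = cells with DMSO and 100% = wells without cells with DMSO; values of inactives mirror those of a sister screen read the other way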
Keap1 Nrf2 FP = disrupts human Keap1 binding to Nrf2 peptide; Keap1 Kelch-Nrf2 peptide fluorescence polarization, 1536-well; hit rate 0.15% among 340,000; Q14145; inhibition, % at 9.4 µM; in the data active = inhibition above about 12%;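 also: human Keap1 Kelch domain with fluorescein labeled Nrf2 9mer peptide probe; 0% = neutral control wells and 100% = peptide positive control; higher means more block of Keap1 binding to Nrf2 peptide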
Target sequence (Q14145 whole entry, looked up, the tested form may be a part): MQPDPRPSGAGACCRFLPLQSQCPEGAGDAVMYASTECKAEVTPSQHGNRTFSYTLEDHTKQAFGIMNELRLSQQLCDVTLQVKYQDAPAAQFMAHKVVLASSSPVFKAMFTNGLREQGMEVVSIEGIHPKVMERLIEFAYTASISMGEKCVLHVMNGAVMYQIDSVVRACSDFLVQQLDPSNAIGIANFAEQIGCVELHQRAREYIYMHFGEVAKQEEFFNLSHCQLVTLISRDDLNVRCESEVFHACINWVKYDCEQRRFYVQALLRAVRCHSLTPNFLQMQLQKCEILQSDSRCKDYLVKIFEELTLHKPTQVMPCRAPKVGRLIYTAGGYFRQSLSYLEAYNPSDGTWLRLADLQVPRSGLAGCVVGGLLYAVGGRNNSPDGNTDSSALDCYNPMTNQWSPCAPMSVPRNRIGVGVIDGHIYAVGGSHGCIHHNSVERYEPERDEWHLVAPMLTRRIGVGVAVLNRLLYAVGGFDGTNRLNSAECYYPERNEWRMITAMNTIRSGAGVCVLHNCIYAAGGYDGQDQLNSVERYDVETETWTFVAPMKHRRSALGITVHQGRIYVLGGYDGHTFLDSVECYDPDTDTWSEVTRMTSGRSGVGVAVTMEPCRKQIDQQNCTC
V-ATPase pH = yeast V-ATPase proton transport regulation by pHLuorin. response, % at 10 µM. hit rate 0.37% among 350,000. S. cerevisiae, pHLuorin cytosolic pH fluorescence; in the data active = response mostly above about 7.3%, no sharp cut-off; inactive = mostly below about 5.4%; also: actives read high; inactives centre near 0; some compounds called inactive have numbers as strong as hits; reference of the scale not given here
Cardiac RTF inh = cardiac RTF calcium desensitization | IANBD-labeled cardiac RTF, Ca2+ fluorescence | hit rate 0.12% among 340,000 | inhibition, % at 7.15 µM | AID 493244;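 active = inhibition above the mean inhibition of all tested compounds plus 3 SD, cut at about 17% in these data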;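 also: assay run at fixed EC70 calcium of 1.6 mM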
OPRM1-OPRD1 ag = agonists of human mu-delta opioid receptor heterodimerization | P35372+P41143 | cells, OPRM1-OPRD1 heterodimerization, luminescence | hit rate 0.3% among 340,000 | activation, % at 9.3 µM; in the data active = activation above about 18%;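 also: 0% = vehicle-treated cells and 100% = reference agonist; values of inactives mirror those of a sister screen read the other way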
DSG3 Ab inh = blocks pemphigus antibody binding to human desmoglein-3; P32926; hit rate 0.48% among 310,000; binding (percent of control), % at 10 µM; DSG3-coupled beads, scFv-anti-DSG3-GFP binding, flow cytometry; hits give low values;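 active = binding more than 3 SD below its plate's average and above zero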;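 also: hits lower antibody fragment binding to DSG3; some compounds called inactive have numbers as strong as hits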
RTF Ca sens act = cardiac RTF calcium sensitization. IANBD-labeled TnC RTF fluorescence at EC20 calcium; 0% EC20 calcium, 100% full calcium. activation, % at 7.2 µM. P19429+P45379. hit rate 0.24% among 340,000;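 active = activation above the mean over all tested compounds plus 3 SD, cut at about 30% in these data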;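 also: rise in fluorescence read as greater calcium sensitivity of cardiac thin filaments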
An asterisk follows results filed as active; nt = no result given.

SMILES	Arrestin-AP2 inh	Wnt act	LANA DNA inh	MOR-DOR inv ag	Keap1 Nrf2 FP	V-ATPase pH	Cardiac RTF inh	OPRM1-OPRD1 ag	DSG3 Ab inh	RTF Ca sens act
COc1cc(NC(=O)Cn2cnc(S(=O)(=O)N3CCCC3)c2)cc(OC)c1OC	7	-1	-0.1	6	-1	3	-1	-1.2	100	4
Cc1[nH]c2ccccc2c1C(=O)CSc1nccc(=O)[nH]1	-5	0	-9.3	12	-4	0	2	-2.3	104	-1
CCOc1ccc(CCNC(=O)c2nn(C)c3c2CS(=O)(=O)c2ccccc2-3)cc1OCC	-3	-1	1.8	-8	0	1	-9	1.6	96	3
COc1ccc(C(OC(=O)c2ccco2)C(=O)NC2CCCCC2)cc1 (centres undefined)	5	-1	-0.6	18	-2	5	-12	-2.9	nt	0
CCOCCCNC(=O)C1CCCN1C(=O)Nc1ccccc1[N+](=O)[O-] (centres undefined)	29	7	0.3	13	1	-3	-3	-2.4	99	-4
Cc1cccc(C(=O)NCc2nnc(SCC(=O)NC(C)c3ccccc3)n2C)c1 (centres undefined)	26	0	-1.0	1	3	4	0	-0.2	86	-7
CCN1C(=O)c2ccc(C(=O)NCc3ccco3)cc2C1=O	0	-3	0.7	3	-8	1	-22	-0.5	nt	0
COc1cc(CO)ccc1Oc1nnnn1-c1ccc(C(N)=O)cc1	2	-1	-1.3	10	-4	-2	-6	-1.8	99	-4
CCCn1cnc2cc(NCc3cccs3)ccc21	-5	25	1.1	19	-1	-2	-9	-3.6	93	-4
Cc1c(C(=O)N2CC(C)OC(C)C2)sc2nc(-c3ccc(F)cc3)cn12 (centres undefined)	4	-3	0.2	13	-3	1	-6	-2.7	99	0
CC1CC(C)CN(CCCNC(=O)CCC(=O)N2CC(C)Oc3ccccc32)C1 (centres undefined)	12	-4	0.9	-4	-5	-2	-9	0.7	100	4
O=C(Nc1ccccc1-c1nc2ccccc2s1)c1cccnc1Cl	12	-1	4.6	0	1	-3	-4	-0.1	103	-2
Clc1ccc(-c2nnc(-c3ccccc3)c(N3CCSCC3)n2)cc1	7	2	0.9	14	-4	6	-13	-2.2	101	-3
COc1ccc(OC)c(S(=O)(=O)NCC(c2cccs2)N2CCc3ccccc3C2)c1 (centres undefined)	-7	-4	-2.3	-2	-8	-2	1	0.2	nt	0
Cc1ccc(Nc2nc(N)nc(CSC(=S)N3CCOCC3)n2)c(C)c1	1	13	-0.8	12	2	-1	-16	-2.3	98	-7
CCc1ccc(-c2nc(SCC(=O)N3CCOCC3)n[nH]2)cc1	-4	6	-0.9	1	-1	3	6	-0.2	106	9
Cc1nc2ccccc2nc1OCc1ccccc1	-6	10	-1.8	-22	4	-3	-4	3.8	107	9
CCNCCOC(c1ccccc1)c1ccccc1	1	-2	0.6	15	-1	0	-1	-3.2	105	-1
COc1ccc(C(=O)Nc2ccc(NC(=O)C3CC3)nc2)cc1	-1	-8	-0.8	10	-1	-48	-20	-1.6	nt	-1
COc1ccc(-c2nc(Cn3c(SCc4cccc(F)c4)nc4ccncc43)c(C)o2)cc1OC	24	-2	-0.2	2	2	-3	1	-0.3	98	3
CCOC(=O)c1cnc2c(C(F)(F)F)cccc2c1N1CCOCC1	4	-2	1.5	12	0	-3	13	-2.8	104	-6
NC(=O)c1c(N)sc(=S)n1-c1ccccc1	3	-4	0.0	6	2	3	-4	-1.1	114	-1
Cc1ccc(NC(=O)C(C)OC(=O)c2nc(Cl)ccc2Cl)cc1S(=O)(=O)N1CCOCC1 (centres undefined)	35	-2	0.8	-7	-1	-2	-2	1.8	102	1
CC1(C)C(=O)Nc2ccccc2N1C(=O)COc1ccc(C#N)cc1	32	1	3.8	8	2	2	-2	-1.9	nt	4

Some of the entries above in another layout.
| mol | Arrestin-AP2 inh | Wnt act | LANA DNA inh | MOR-DOR inv ag | Keap1 Nrf2 FP | V-ATPase pH | Cardiac RTF inh | OPRM1-OPRD1 ag | DSG3 Ab inh | RTF Ca sens act |
| --- | --- | --- | --- | --- | --- | --- | --- | --- | --- | --- |
| Clc1ccc(-c2nnc(-c3ccccc3)c(N3CCSCC3)n2)cc1 | 7 | 2 | 0.9 | 14 | -4 | 6 | -13 | -2.2 | 101 | -3 |
| COc1ccc(OC)c(S(=O)(=O)NCC(c2cccs2)N2CCc3ccccc3C2)c1 (centres undefined) | -7 | -4 | -2.3 | -2 | -8 | -2 | 1 | 0.2 | nt | 0 |
| Cc1ccc(Nc2nc(N)nc(CSC(=S)N3CCOCC3)n2)c(C)c1 | 1 | 13 | -0.8 | 12 | 2 | -1 | -16 | -2.3 | 98 | -7 |
| CCc1ccc(-c2nc(SCC(=O)N3CCOCC3)n[nH]2)cc1 | -4 | 6 | -0.9 | 1 | -1 | 3 | 6 | -0.2 | 106 | 9 |
| Cc1nc2ccccc2nc1OCc1ccccc1 | -6 | 10 | -1.8 | -22 | 4 | -3 | -4 | 3.8 | 107 | 9 |
| CCNCCOC(c1ccccc1)c1ccccc1 | 1 | -2 | 0.6 | 15 | -1 | 0 | -1 | -3.2 | 105 | -1 |
| COc1ccc(C(=O)Nc2ccc(NC(=O)C3CC3)nc2)cc1 | -1 | -8 | -0.8 | 10 | -1 | -48 | -20 | -1.6 | nt | -1 |
| COc1ccc(-c2nc(Cn3c(SCc4cccc(F)c4)nc4ccncc43)c(C)o2)cc1OC | 24 | -2 | -0.2 | 2 | 2 | -3 | 1 | -0.3 | 98 | 3 |
| CCOC(=O)c1cnc2c(C(F)(F)F)cccc2c1N1CCOCC1 | 4 | -2 | 1.5 | 12 | 0 | -3 | 13 | -2.8 | 104 | -6 |
| NC(=O)c1c(N)sc(=S)n1-c1ccccc1 | 3 | -4 | 0.0 | 6 | 2 | 3 | -4 | -1.1 | 114 | -1 |
| Cc1ccc(NC(=O)C(C)OC(=O)c2nc(Cl)ccc2Cl)cc1S(=O)(=O)N1CCOCC1 (centres undefined) | 35 | -2 | 0.8 | -7 | -1 | -2 | -2 | 1.8 | 102 | 1 |
| CC1(C)C(=O)Nc2ccccc2N1C(=O)COc1ccc(C#N)cc1 | 32 | 1 | 3.8 | 8 | 2 | 2 | -2 | -1.9 | nt | 4 |

Continued.
SMILES	Arrestin-AP2 inh	Wnt act	LANA DNA inh	MOR-DOR inv ag	Keap1 Nrf2 FP	V-ATPase pH	Cardiac RTF inh	OPRM1-OPRD1 ag	DSG3 Ab inh	RTF Ca sens act
OCCN(CCO)CC(O)CN1c2ccccc2Sc2ccccc21 (centres undefined)	-14	nt	0.1	16	4	7	-1	-3.6	109	5
COc1ccc(C)cc1NC(=O)C(c1ccccc1)N1CCN(CC(=O)N2CCOCC2)CC1 (centres undefined)	4	-1	-0.3	6	-9	-4	4	-1.2	109	6
O=C(CSc1ccc2c(c1)OCCO2)Nc1ncccc1O	8	6	0.4	13	-3	8	6	-2.4	123	4
CC1(C)Cc2c(C#N)c(N3CCN(C(=O)c4ccccc4)CC3)nc(-c3ccco3)c2CS1	28	nt	2.9	13	-5	-2	1	-2.1	nt	0
CC(C)C(OC(=O)c1cccs1)C(=O)NCc1ccccc1 (centres undefined)	46	-2	1.2	15	0	-5	-10	-3.3	105	-2
O=C(COC(=O)C1=COCCO1)Nc1cccc(Oc2ccccc2)c1	16	-7	1.4	3	0	1	8	-0.6	109	-10
Cc1cc(C)nc(N(C#N)Cc2ccccc2C)n1	-4	-4	0.2	5	-2	0	-11	-0.7	88	-1
C/C(=N\O)c1ncc(C(F)(F)F)cc1Cl	-4	2	-0.7	9	-1	1	-1	-1.7	107	7
O=C(c1cccc(NS(=O)(=O)c2cccc(C(F)(F)F)c2)c1)N1CCOCC1	-6	0	2.2	6	-2	0	-3	-0.9	97	-2
O=C(Cc1ccccc1)Nc1ccccc1C(=O)N1CCN(c2ccccc2)CC1	7	-3	-1.6	15	-3	-2	-2	-2.2	109	-3
CCC(=O)Nc1ccccc1C(=O)OCC(=O)Nc1ccc(S(N)(=O)=O)cc1	-12	nt	-0.5	0	1	-1	-13	-0.1	101	5
COc1ccc(N2CCN(C(=O)c3ccccc3F)CC2)c([N+](=O)[O-])c1	-2	1	-0.4	12	-1	-2	-1	-2.3	106	0
CN1CCN/C1=C(/C(Cl)=C(Cl)Cl)[N+](=O)[O-]	-1	0	0.4	2	-8	0	-7	-0.5	104	4
COc1ccc(-n2c(C)cc(C(=O)CSc3nnc(-c4cccs4)o3)c2C)cc1	22	nt	-0.9	13	-4	2	2	-2.5	97	1
CCn1c(CNC(=O)Cc2ccc(OC)cc2)nnc1SCC(=O)NC1CCCCC1	2	nt	0.7	10	-7	1	-5	-2.0	83	4
Cc1sc(-n2c(C)cc(C=O)c2C)c(C(=O)O)c1C	-4	nt	-0.4	-12	-4	-3	-5	2.2	104	-2
O=C(Nc1cc(C(F)(F)F)ccc1N1CCCC1)C1CCCO1 (centres undefined)	-5	2	2.0	3	-3	5	-1	-0.8	nt	3
Cc1cc(C)c2c(Cn3ccnc3)cc(=O)oc2c1	-4	-1	-2.0	24	-3	-1	1	-5.1	102	-4
Nc1nc(SCc2ccc(Cl)c(Cl)c2)n[nH]1	22	5	1.0	-10	-1	3	-8	2.0	93	10
O=C(NC1CCN(C(=S)Nc2ccc(Cl)cc2)CC1)c1ccco1	-21	0	1.4	12	0	-1	-1	-1.8	99	-5
Cc1ccc2c(c1)C1CN(C)CCC1N2C(=O)c1ccc(Cl)c(S(=O)(=O)N2CCOCC2)c1 (centres undefined)	4	-1	1.8	nt	3	-1	-7	nt	106	-5
Cc1onc(-c2ccccc2)c1C(=O)OCC(=O)c1ccccc1	-6	-2	0.0	6	-5	-2	5	-1.5	105	-4
